# Screening data deposited in PubChem BioAssay by several laboratories.
# LAP4 TOR yeast: alters LAP4-GFP fluorescence in TOR pathway yeast screen; S. cerevisiae LAP4-GFP multiplex, flow cytometry GFP, 3 h; median GFP as percent of DMSO wells; actives 0.34% (n = 320,000); GFP response vs DMSO, % at 10 µM;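 active means GFP response vs DMSO above a set limit, about the screen mean plus 3 SD, cut at about 150% in these data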
# RPL19A TOR yeast: alters RPL19A-GFP fluorescence in TOR pathway yeast screen | S. cerevisiae RPL19A-GFP strain, flow cytometry, 3 h; active compounds read low | percent response vs DMSO, % at 10 µM | actives 0.3% (n = 330,000) | AID 2025;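 active means percent response vs DMSO below 50%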;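 further: median channel GFP fluorescence of the barcoded RPL19A-GFP strain; ratio of sample median GFP to plate DMSO average so 100% = DMSO; lower means less RPL19A-GFP as with rapamycin TOR inhibition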
# Efflux pump inh: inhibitors of Candida antifungal efflux pumps expressed in yeast. S. cerevisiae Candida pump triplex, Nile Red efflux. inhibition, % at 10 µM. actives 0.44% (n = 330,000). AID 485275;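 active means plate passing quality check with inhibition over a set limit, or well fluorescence over plate mean plus 4 SD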;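 further: Nile Red retained in pooled yeast measured as flow cytometry median fluorescence; 0% = buffer negative control and 100% = Enniatin B positive control; higher means more Nile Red kept so more efflux inhibition; some compounds called inactive have numbers as strong as hits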
# CR mimetic SO: yeast age-related superoxide inhibition as caloric restriction mimetic. S. cerevisiae aged cells, superoxide DHE fluorescence; active compounds read low. superoxide response (% of plate mean), % at 10 µM. actives 0.18% (n = 330,000). AID 2690;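 active means superoxide response under a set limit, about three screen SD below normal, cut at about 65% in these data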;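 further: yeast aged for seven days with compound at 30 °C before DHE staining; 100% = average MFI of all compound-treated wells on the plate with controls excluded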
# AGP1 TOR yeast: modulators of TOR pathway AGP1-GFP in S. cerevisiae; S. cerevisiae AGP1-GFP multiplex flow cytometry, 3 h; GFP as percent of DMSO wells; GFP response vs DMSO, % at 10 µM; actives 0.02% (n = 320,000); AID 2066;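 active means GFP response relative to DMSO above a set limit, near screen average plus 3 SD, cut at about 150% in these data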;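 further: median GFP channel fluorescence of the gated AGP1 strain per well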
# AHR activator: activates the human aryl hydrocarbon receptor; AHR-responsive luciferase reporter cells, luminescence; activation, % at 5 µM; actives 2.5% (n = 320,000); AID 2796; in the data active means activation above about 47%;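 further: 0% = vehicle wells and 100% = reference agonist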
# Target sequence (P35869 whole entry, looked up): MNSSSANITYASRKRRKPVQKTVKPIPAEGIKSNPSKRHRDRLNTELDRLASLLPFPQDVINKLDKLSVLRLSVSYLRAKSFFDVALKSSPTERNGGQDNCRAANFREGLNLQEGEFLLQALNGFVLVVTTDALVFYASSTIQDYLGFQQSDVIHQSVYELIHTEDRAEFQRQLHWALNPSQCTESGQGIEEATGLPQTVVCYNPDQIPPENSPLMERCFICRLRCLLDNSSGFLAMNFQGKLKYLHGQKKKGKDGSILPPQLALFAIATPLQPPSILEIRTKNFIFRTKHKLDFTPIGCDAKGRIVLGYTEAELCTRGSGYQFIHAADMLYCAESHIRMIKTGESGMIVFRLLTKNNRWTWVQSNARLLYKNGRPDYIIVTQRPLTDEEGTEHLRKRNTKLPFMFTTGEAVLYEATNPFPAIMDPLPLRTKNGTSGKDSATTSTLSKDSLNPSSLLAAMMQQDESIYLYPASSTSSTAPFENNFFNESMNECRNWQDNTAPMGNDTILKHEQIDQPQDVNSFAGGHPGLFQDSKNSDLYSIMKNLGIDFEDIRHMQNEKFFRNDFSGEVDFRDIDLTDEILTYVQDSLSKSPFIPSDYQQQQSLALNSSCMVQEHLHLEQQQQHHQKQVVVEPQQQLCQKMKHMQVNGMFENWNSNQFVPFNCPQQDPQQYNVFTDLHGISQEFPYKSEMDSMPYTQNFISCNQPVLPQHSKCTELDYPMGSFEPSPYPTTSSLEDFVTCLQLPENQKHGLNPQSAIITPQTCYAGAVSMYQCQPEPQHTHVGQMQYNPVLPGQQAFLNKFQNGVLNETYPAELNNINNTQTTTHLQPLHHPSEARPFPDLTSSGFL
# CIT2-GFP yeast: alters CIT2-GFP fluorescence in TOR pathway yeast screen; AID 2029; actives 0.065% (n = 320,000); S. cerevisiae CIT2-GFP strain, flow cytometry, 3 h; 100 means same as DMSO wells; GFP response vs DMSO, % at 10 µM;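 active means GFP response relative to DMSO above a set limit, near the screen mean plus 3 SD, cut at about 150% in these data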;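 further: ratio of well median GFP fluorescence to mean of DMSO wells on the plate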
# MEP2-GFP yeast: alters MEP2-GFP fluorescence in TOR pathway yeast screen | actives 0.51% (n = 330,000) | GFP response vs DMSO, % at 10 µM | AID 2016 | S. cerevisiae MEP2-GFP strain, flow cytometry GFP, 3 h; 100% = DMSO control level;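 active means GFP response versus DMSO above a set limit, roughly screen mean plus 3 SD, cut at about 180% in these data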;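 further: median GFP fluorescence of the barcode-gated MEP2-GFP cells per well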
# Numbers without * were called inactive; · = not tested or not shown.
SMILES,LAP4 TOR yeast,RPL19A TOR yeast,Efflux pump inh,CR mimetic SO,AGP1 TOR yeast,AHR activator,CIT2-GFP yeast,MEP2-GFP yeast
CC1CC2(C)Oc3ccccc3CC2C(C)C1CNCCCN(C)C (stereo not drawn),90,102,0.1,112,96,-6,94,102
CC(=O)N1CC(C)Oc2ccc(S(=O)(=O)Nc3ccc(Cl)cn3)cc21 (stereo not drawn),108,104,0.0,104,102,1,107,108
Cc1ccc(CN2CC34C=CC(O3)C(C(=O)NCc3ccc5c(c3)OCO5)C4C2=O)cc1 (stereo not drawn),102,101,0.1,101,102,0,102,101
CCC1CCCCN1CCCNC(=O)CCCOc1cc(=O)n(C)c2ccccc12 (stereo not drawn),94,103,-0.1,88,79,5,85,94
N/C(=N/OCC(=O)Nc1cccc2ccccc12)c1nonc1N,84,104,0.0,100,100,5,119,101
O=C(Nc1ccccc1C(=O)N1CCCCC1)c1ccccc1C(F)(F)F,100,105,0.0,118,105,-7,96,101
COC(=O)c1ccc(N2C(=O)Nc3ccccc3N2O)cc1,91,103,-0.1,101,102,-2,98,96
Cc1ccc(Cn2c(SCC(=O)NCC3CCCO3)nc3c(sc4ccccc43)c2=O)cc1 (stereo not drawn),98,99,0.0,89,103,0,100,99
Cc1c(C#N)c(N)nc2c3c(sc12)NC(=O)CC3c1ccc(F)cc1 (stereo not drawn),85,100,-0.1,110,92,1,89,98
CC1(C)C(/C=C/C=C/C=C/C=C2\N(CCCCS(=O)(=O)O)c3ccc4ccccc4c3C2(C)C)=[N+](CCCCS(=O)(=O)[O-])c2ccc3ccccc3c21,127,97,0.3,84,101,-1,90,94
CCN1CCCC1CNC(=O)c1ccc(Sc2ccc(F)cc2)c([N+](=O)[O-])c1 (stereo not drawn),90,101,0.2,120,92,-1,101,108
CCCCn1c(N)c(N(CCC(C)C)C(=O)c2ccc(C)c(S(=O)(=O)N3CCOCC3)c2)c(=O)[nH]c1=O,101,100,-0.1,95,107,-1,100,105
Cn1nc(C(F)(F)F)c(CO)c1Sc1ccc(F)cc1,111,91,0.1,88,104,0,104,109
CCOC(=O)CCCSc1nc2sc(C)c(C)c2c(=O)[nH]1,102,99,-0.1,90,102,19,93,104
Cc1ccc(N2CC(C(=O)OCC(=O)c3ccc[nH]3)CC2=O)cc1 (stereo not drawn),104,100,0.0,92,101,3,89,105
COc1ccc(C(=O)Nc2sc3c(c2C(=O)O)CC(C)(C)OC3)cc1,98,101,-1.1,92,104,1,108,102
CCCCOc1ccccc1C(=O)NCCCCCC(=O)O,92,94,0.0,92,91,0,94,98
O=C(O)CSC(=S)N1CCCCC1,83,102,-1.5,110,93,1,96,91
COC(=O)c1ccc(-c2ccc(F)cc2)nc1C,104,94,-0.3,86,115,-1,93,94
CCOP(=O)(OCC)C(Nc1ccccc1)c1cc(OC)ccc1OC (stereo not drawn),101,103,0.4,102,101,1,97,100

# Full records as entered above. Order of screens: LAP4 TOR yeast, RPL19A TOR yeast, Efflux pump inh, CR mimetic SO, AGP1 TOR yeast, AHR activator, CIT2-GFP yeast, MEP2-GFP yeast
# Cc1c(C#N)c(N)nc2c3c(sc12)NC(=O)CC3c1ccc(F)cc1 (stereo not drawn) as listed: 85, 100, -0.1, 110, 92, 1, 89, 98
# COc1ccc(C(=O)Nc2sc3c(c2C(=O)O)CC(C)(C)OC3)cc1 as listed: 98, 101, -1.1, 92, 104, 1, 108, 102

# Following part.
SMILES,LAP4 TOR yeast,RPL19A TOR yeast,Efflux pump inh,CR mimetic SO,AGP1 TOR yeast,AHR activator,CIT2-GFP yeast,MEP2-GFP yeast
COc1ccccc1CNC(=O)Cn1nnnc1CN(C)C(C)C,86,105,-0.1,112,100,11,106,110
CCN(CC)C(=O)CN1CCN(c2ccccc2F)CC1,100,99,0.0,104,104,0,101,103
SC(COCc1ccccc1)CN1CCN(Cc2ccc3c(c2)OCO3)CC1 (stereo not drawn),90,101,0.1,98,99,2,102,98
O=C(Nc1ccc2c(c1)OCO2)c1ccc(Cl)nc1,106,100,0.0,102,99,88*,100,108
CN(C1CCCCC1)S(=O)(=O)c1ccc(NC(=O)Cn2nc(-c3ccc(F)cc3)ccc2=O)cc1,92,104,-0.3,102,96,2,103,105
CCCCn1c(CNC(=O)CC)nc2ccccc21,90,101,-0.1,90,96,3,98,97
O=C(Cn1cnc([N+](=O)[O-])n1)NC1CC1,98,108,0.0,92,92,-1,101,99
CCOC(=O)N1CCN(C(=O)CNC(=O)c2nn(-c3ccc(OC)c(Cl)c3)c(=O)c3ccccc23)CC1,109,100,-0.1,96,104,2,101,100
COc1ccc(S(=O)(=O)N2CCCCCC2)cc1C(=O)N(C)CC(=O)Nc1ccc(F)cc1,102,100,0.2,125,99,1,89,99
COc1ccccc1-c1nn(Cc2ccccc2)cc1C(=O)NCC(c1ccco1)N1CCCC1 (stereo not drawn),103,97,-0.2,86,101,11,98,105
CSc1nc(C)cc(SCC(=O)Nc2ccccc2)n1,100,·,0.6,84,97,-6,104,99
CC1(C)Cc2nc3oc4c(N5CCOCC5)ncnc4c3cc2CO1,97,96,0.0,88,96,17,106,99
O=C(O)C1CCCNC1 (stereo not drawn),103,100,-0.1,103,100,-3,103,94
Cc1cc(C(=O)COC(=O)c2cccs2)c(C)n1-c1c(C)n(C)n(-c2ccccc2)c1=O,95,101,0.0,80,105,-3,102,100
CN(C)CCNc1c2c(c(C#N)c3nc4ccccc4n13)CCCC2,99,97,0.0,104,95,19,96,96
COc1ccc(OC)c(-c2csc(N(C)C(=O)Cc3ccccc3)n2)c1,98,102,0.2,110,97,-7,102,103
CN1CCN(S(=O)(=O)c2ccc(NC(=O)COc3ccccc3Cl)cc2)CC1,98,99,-0.1,93,106,0,88,98
Cc1ccc(NC(=O)COC(=O)Cn2cnc3ccccc32)cc1S(=O)(=O)N(C)C,99,96,0.0,101,97,2,104,96
Cc1ccn2c(=O)c(NC(=O)c3cccc4ccccc34)c(C)nc2c1,102,95,0.5,95,120,4,71,106
COc1cc(/C=N/NC(=O)C(=O)NCc2ccco2)cc(Br)c1O,107,103,0.0,88,106,7,89,101
CCOc1cc(C(=S)N2CCOCC2)ccc1OC(=O)c1ccccc1,93,101,0.0,109,97,-2,98,98
Cc1cccc(Nc2ccc(C(=O)O)cc2[N+](=O)[O-])c1C,98,105,-0.1,146,101,2,110,116
O=C(NCCCN1CCOCC1)c1cc(-c2ccccc2)on1,97,98,0.0,96,101,11,99,100
CC(=O)c1cn(-c2ccc(Cl)cc2)c(=O)n(Cc2ccc(F)cc2)c1=O,81,88,0.1,103,86,2,87,92
O=C(NCc1ccccc1)C(c1ccco1)N(C(=O)c1csnn1)c1ccccc1 (stereo not drawn),96,98,0.1,97,97,-1,98,105
Cc1nc(SCC(=O)NCc2ccco2)c2oc3ccccc3c2n1,93,94,0.0,112,89,13,94,97
CCOC(=O)c1c(NC(=O)CSc2cccc[n+]2[O-])sc(C(=O)Nc2ccccc2)c1C,118,99,0.4,129,100,19,88,93
O=S(=O)(c1ccccc1)c1nc(-c2ccccc2)oc1N1CCCC1,102,98,-0.1,102,101,2,99,98
COC(=O)c1cc(Br)c(=O)n(CCc2ccc(F)cc2)c1,103,100,-0.2,97,102,56*,98,101
CCN(CC)CCN(C(=O)c1ccc2c(c1)OCCO2)c1nc2cc(C)cc(C)c2s1,112,100,0.0,83,109,14,100,104
Cc1ccc(S(=O)(=O)Nc2ccccc2C(O)c2ccccc2)cc1 (stereo not drawn),95,99,0.4,105,104,2,95,95
CCN(CC(=O)Nc1c(F)cccc1F)C(=O)C1CCN(C(=O)Nc2ccccc2)CC1,103,96,0.3,120,97,0,102,104
CSCCC(NS(=O)(=O)c1ccc(Cl)cc1)C(=O)OCc1c(Cl)cccc1Cl (stereo not drawn),97,97,0.5,94,101,-3,92,100
CC(O)CNc1nc2c(c(=O)n(C)c(=O)n2C)n1Cc1cccc(Br)c1 (stereo not drawn),108,109,0.1,113,107,-2,104,107
O=C(COC(=O)c1cccc([N+](=O)[O-])c1)NCC1CCCO1 (stereo not drawn),99,104,0.0,108,99,-2,99,107
CCC(C(=O)OCC(=O)N1C(C)CCCC1C)c1ccccc1 (stereo not drawn),96,101,0.0,81,106,3,101,103
COc1ccc(/C=N/NS(=O)(=O)c2ccc(C)cc2)cc1OC(=O)c1ccc(C)cc1,100,102,0.1,120,105,1,104,107
COc1ccc(OCc2nnc(SCC(=O)NCC3CCCO3)n2N)cc1 (stereo not drawn),90,93,0.1,91,89,-1,85,88
O=C(CCC1CCCC1)N1CCN(S(=O)(=O)Cc2ccccc2)CC1,100,103,0.0,100,103,2,100,107
CCC(=O)Nc1cc(C(=O)O)ccc1S(=O)(=O)c1ccc(C)cc1,91,100,0.4,91,91,0,89,98
COC(=O)N/N=C(\C)c1ccccc1OC(F)F,105,106,0.1,87,104,0,114,109
O=C(Cn1cnc2scc(-c3ccc(Br)cc3)c2c1=O)N1CCOCC1,95,103,0.1,116,97,-3,101,100
CN1CCN(C(=O)/C(=C/c2ccc([N+](=O)[O-])cc2)NC(=O)c2ccccc2)CC1,100,104,0.0,114,109,2,110,108
C=CCN(c1ccccc1OC)S(=O)(=O)c1cccc(C(=O)NCc2ccco2)c1,97,95,0.2,116,100,0,94,93
CCCNS(=O)(=O)c1ccc(CCC(=O)N2CCC(C)CC2)cc1,97,99,0.1,94,106,-4,104,101
O=C(c1cccn2c(=O)c3cc4ccccc4cc3nc12)N1CCN(c2ccccc2)CC1,97,101,-0.1,77,99,71*,104,96
Cc1ccc(Cn2c(C)c3cnn(CC(=O)NCc4ccccn4)c(=O)c3c2C)cc1,110,99,-0.2,85,90,2,96,101
O=C(NC(=O)N1CCN(c2ccc([N+](=O)[O-])cn2)CC1)c1c(Cl)cccc1Cl,106,102,0.1,101,103,1,96,108
COc1ccc(-n2cc(CNCCCN3CCCC3=O)c(-c3ccccc3Cl)n2)cc1,101,102,0.1,85,102,-2,98,102
CCN(CC)CCN1C(=O)c2oc3ccccc3c(=O)c2C1c1ccccc1 (stereo not drawn),101,99,-0.1,98,105,6,99,101
CCC(C)(C)NC(=O)C(c1ccc(F)cc1)N(Cc1cccs1)C(=O)c1cnccn1 (stereo not drawn),99,96,0.0,89,102,0,96,98
COC(=O)Cn1c(=NC(=O)c2cccc(OC)c2)sc2cc(OC)ccc21,123,92,-0.2,99,106,-1,101,112
CCn1c(CNc2ccc(F)cc2)nnc1SCC#N,92,104,-0.1,96,100,22,100,107
NC(=O)c1ccccc1-c1nc(-c2ccccc2)no1,100,99,-0.1,92,98,15,97,98
Cc1cccc(C)c1NC1=NC(=S)N(c2ccccc2)C12CCOC(C)(C)C2 (stereo not drawn),119,111,-0.2,90,115,1,125,125
CC(C)NC(=O)c1ccc(COCC(F)(F)C(F)F)cc1,101,94,0.0,85,94,1,96,106
c1ccc2c(c1)oc1c(NCCCn3ccnc3)ncnc12,105,98,0.1,94,100,106*,98,99
CSc1ccc(Cl)c(C(=O)Nc2ccc(N3CCOCC3)cc2)c1,105,104,0.1,90,101,-3,102,116
COc1ccc(S(=O)(=O)N(C)CC(=O)NCc2ccco2)cc1Cl,98,110,0.0,94,109,2,106,94
O=C1CSC(c2ccccc2)N1c1nc(-c2ccc(Cl)cc2Cl)cs1 (stereo not drawn),92,·,0.5,104,87,1,96,94
O=C(CSC1=NCCS1)Nc1ccnc2ccccc12,103,101,-0.1,107,105,0,101,104

# Among those listed so far, 2 contain a CF3 group:
SMILES,LAP4 TOR yeast,RPL19A TOR yeast,Efflux pump inh,CR mimetic SO,AGP1 TOR yeast,AHR activator,CIT2-GFP yeast,MEP2-GFP yeast
O=C(Nc1ccccc1C(=O)N1CCCCC1)c1ccccc1C(F)(F)F,100,105,0.0,118,105,-7,96,101
Cn1nc(C(F)(F)F)c(CO)c1Sc1ccc(F)cc1,111,91,0.1,88,104,0,104,109
